# RMI-FANCM inh = blocks RMI1/RMI2 complex binding to FANCM MM2 peptide | Fluorescence polarization, RMI core complex with F-MM2 peptide; stronger effect = lower value | FP signal (polarization) at 33 µM | 70,000 compounds, 0.58% hits; in the data active = FP signal below about 40; also: inactives centre near 61; strong numbers were not always called active; unit not given here
# * marks the source's active call; other numbers are inactive results; & = joins results of further samples.
RMI-FANCM inh	Molecule
62	CCOc1ccc(NC(=O)C2CCCN2/C=C/C(=O)C(F)(F)F)cc1 (stereo not given)
52	COc1cccc(-c2nnc(NC(=O)Cc3ccc(F)cc3)o2)c1
63	Nc1c(C(=O)N2CCCC2)sc(=S)n1-c1ccc(F)c(Cl)c1
57	Cc1cc(C(=O)Nc2sc(-c3ccccc3)cc2C(N)=O)nn1C
65	COC(=O)c1ccc(CSc2nnc(CCn3ccc(=O)[nH]c3=O)o2)o1
67	COc1ccccc1/C=C/C=N\NC(=O)c1cc(-c2ccc(Cl)s2)[nH]n1
66	O=C(COc1ccc(Cl)cc1)NCCn1ncc2c(=O)n(Cc3cccc(Cl)c3)cnc21
102	COc1ccc(Cl)cc1Nc1nn2c(=O)c3cc(C)ccc3nc2s1
70	O=C(c1ccno1)N(CCCN1CCOCC1)c1nc2ccccc2s1
64	Cc1cc(S(=O)(=O)NCCn2nc(-c3ccncc3)ccc2=O)ccc1F
59	CC(=O)c1c(C)nn(CC(=O)O)c1C
76	COc1ccc2nc(-c3ccc(Cl)c(NC(=O)c4c(OC)cccc4OC)c3)cn2n1
62	CC(C)Nc1nccc(C(F)(F)F)n1
64	CCOc1ccc2ccccc2c1C(=O)NCC1CCN(C(C)C)CC1
55	COc1ccc(C(=O)CSc2nnc(NC(=O)Nc3ccccc3)s2)cc1
60	COCCn1c(SCc2ccc(C(=O)OC)o2)nnc1-c1c[nH]c2ccccc12
68	COCCn1c(SCc2ccccc2C)nnc1-c1c[nH]c2ccccc12
47	O=C(Nc1nc2c(s1)CCCC2)c1ccc(F)c(F)c1
56	O=C(NC(=S)N1CCc2ccccc21)c1cncc(C#Cc2ccccc2)c1
76	COC(=O)c1sc(-c2ccccc2)cc1NC(=O)c1ccc(N2C(=O)CCC2=O)cc1
67	O=C(Cc1csc(Nc2ccc(F)cc2)n1)NCCc1c[nH]c2ccccc12
52	COc1ccc(C)cc1S(=O)(=O)Nc1cccc(N2CCCCC2=O)c1
62	O=C(CC1OC(=O)c2ccccc21)c1cccs1 (stereo not given)
57	O=[N+]([O-])c1ccccc1N1CCN(C(=S)c2ccc(-c3cccc(C(F)(F)F)c3)o2)CC1
74	CN(C)CCCN(C(=O)c1ccn(C)n1)c1nc2ccccc2s1
96	CC(C)Cc1ccc(-c2csc(/C(C#N)=C/Nc3ccccc3I)n2)cc1
53	O=C(O)CC(C(=O)NCc1ccccc1)C1=CCCCC1 (stereo not given)
64	O=C1OC2(O)c3ccccc3C(=O)N2c2ccccc21 (stereo not given)
51	O=C(c1ccco1)N1CCSCC1
73	CCOC(=O)c1c(-c2ccc(Cl)cc2)csc1NC(=O)CCSc1nnc2ccc3ccccc3n12

# Another view of 2 compounds above:
O=C(Cc1csc(Nc2ccc(F)cc2)n1)NCCc1c[nH]c2ccccc12
  RMI-FANCM inh: 67

Cc1cc(C(=O)Nc2sc(-c3ccccc3)cc2C(N)=O)nn1C
  RMI-FANCM inh: 57

# (further entries)
RMI-FANCM inh	Molecule
53	CC(=O)O[C@H]1CC[C@@]2(C)C(=CCC3C4CCC(C(C)CCCC(C)C)[C@@]4(C)CCC32)C1 (stereo not given in full)
66	C=CCN1C(=O)C(C)(C)COc2ccc(NC(=O)c3cc(OCC)c(OCC)c(OCC)c3)cc21
59	Cc1c(NC(=O)CN2C(=O)C(=O)c3ccccc32)c(=O)n(-c2ccccc2)n1C
61	Cc1ccc(Nc2n[nH]nc2C(=O)Nc2ccc(C)c(Cl)c2)cc1
62	O=C(CSc1ccccn1)N1CCOCC1
61	CCSc1nnc(NC(=O)CSc2nnc(CNC(=O)c3cccs3)o2)s1
70	Cc1cc(-c2nnc(NC(=O)C(c3ccccc3)c3ccccc3)o2)nn1C
64	CCSc1nnc(NC(=O)CSc2nnc(NC(=O)CCc3ccccc3)s2)s1
56	O=C(CSc1nnc(-c2ccncc2)o1)Nc1ccccc1C(F)(F)F
67	COc1ccc(-c2cc(=O)n(CC(=O)N3CCN(c4ccc(O)cc4)CC3)cn2)cc1
63	Cn1nc(C(F)(F)F)c(-c2ccc(F)cc2)c1NC(=O)Nc1ccccc1
61	Cc1oc(-c2cccc(C(F)(F)F)c2)cc1-c1nn2c(-c3ccccc3)nnc2s1
65	Cc1cc(NC(=O)CSc2nc3c(cnn3-c3cccc(Cl)c3)c(=O)[nH]2)no1
63	Cn1ccnc1N1CCN(C(=O)c2cccs2)CC1
129	Cc1cc(C)c2c(n1)sc1c(=O)n(CC(=O)Nc3cc(Cl)ccc3C)cnc12
64	CCOC(=O)COc1cccc2c(C)cc(=O)oc12
59	Cc1ccc(S(=O)(=O)C(F)(F)F)cc1N1C(=O)c2ccccc2C1=O
59	Nn1c(SCC(=O)Nc2ccc3c(c2)OCO3)nncc1=O
79	CC1CCc2c(sc(NC(=O)CCS(=O)(=O)c3ccc(F)cc3)c2C(N)=O)C1 (stereo not given)
70&60	Cc1c(CC(=O)Oc2ccc([N+](=O)[O-])cc2)sc2ccc(Cl)cc12
60	O=C(CCCc1ccccc1)NCCS(=O)(=O)N1CCN(c2ncccn2)CC1
65	COc1cc(Nc2c(C#N)cnc3ccc(C)cc23)cc(OC)c1OC
74	CN(C)CCN(C(=O)c1ccc2c(c1)OCCO2)c1nc2cc3c(cc2s1)OCO3
62	O=C(CCCN1C(=O)c2ccccc2C1=O)Nc1ccc(S(=O)(=O)N2CCCCC2)cc1
61	Cc1nn(S(=O)(=O)c2cccc(C(F)(F)F)c2)c(C)c1Sc1nccc(-c2cccnc2)n1
66	CCCOc1ccc(/C=C/C(=O)NCC(C)C)cc1
70	CCOC(=O)N1CCc2nc(NC(=O)c3cc(Cl)sc3Cl)sc2C1
118	Cc1cccc2sc(N(CCCN(C)C)C(=O)c3ccc(S(=O)(=O)N4CCc5ccccc5C4)cc3)nc12
30	NC(=O)OCC(O)COc1ccc(Cl)cc1 (stereo not given)
62	CCOC(=O)c1ccc(-n2c(N)c(C(=O)N3CCOCC3)sc2=S)cc1
56	C=CCn1c(SCC(=O)OCC)nnc1-c1ccc([N+](=O)[O-])cc1
56	COc1ccc(NC(=O)CSc2nc(CC(=O)NCCc3c[nH]c4ccccc34)cs2)cc1
60	Cc1c([N+](=O)[O-])cc(S(=O)(=O)NCCOc2ccc(F)cc2)cc1[N+](=O)[O-]
69	O=C(Cn1nc(C2CC2)c2cnn(-c3cccc(Cl)c3)c2c1=O)c1ccccc1
58	COc1ccc2oc(-c3csc(NC(=O)c4ccc([N+](=O)[O-])s4)n3)cc2c1
65	NC(=O)c1ccsc1NC(=O)/C=C/c1ccccc1
57	COc1ccc2oc(=O)c(/C(C)=N\Nc3ccccc3)cc2c1
55	CCCOc1nn(CCC)cc1C(=O)Nc1nccs1
53	CCOC(=O)Cn1c(Cl)c(/C=N\NC(=O)c2ccccc2)sc1=O
119	COc1ccc(S(=O)(=O)N2CCN(c3ccc(-c4ccc(C)c(C)c4)nn3)CC2)cc1

# Three of the entries above in order of the RMI-FANCM inh value, descending.
SMILES,RMI-FANCM inh
COc1ccc(S(=O)(=O)N2CCN(c3ccc(-c4ccc(C)c(C)c4)nn3)CC2)cc1,119
COc1ccc2oc(-c3csc(NC(=O)c4ccc([N+](=O)[O-])s4)n3)cc2c1,58
CCCOc1nn(CCC)cc1C(=O)Nc1nccs1,55

# Next section:
RMI-FANCM inh	Molecule
55	N#Cc1c(C2CCCCC2)nc(Sc2ccc(C(F)(F)F)cc2[N+](=O)[O-])[nH]c1=O
66	COc1ccccc1-n1nnc(C(=O)OCc2nc(-c3ccc(Cl)cc3)oc2C)c1C
68	CCOc1ccc(S(=O)(=O)Nc2ccc3c(c2)C(=O)N(C)c2cc(C)ccc2O3)cc1C
62	CCOC(=O)c1cc(NS(=O)(=O)c2ccc(Cl)cc2)ccc1Oc1cncc(Cl)c1
78	CN(C1CC1)S(=O)(=O)c1ccc(C(=O)Nc2sc3c(c2C(N)=O)CCC3)cc1
56	NNC(=O)c1csc(Cc2c(Cl)cccc2Cl)n1
95	CCN(CC)CCN(C(=O)c1ccccc1OC)c1nc2cc(OC)ccc2s1
41	Cc1nc(-n2nc(-c3ccco3)cc2NC(=O)COc2ccccc2F)[nH]c(=O)c1C
59	NC(N)=NC(N)=Nc1cccc(Cl)c1
70	O=S(=O)(NCCc1ccc(N2CCCC2)cc1)c1cccs1

# Reformatted: six of the compounds above.
molecule	RMI-FANCM inh
Cc1c(NC(=O)CN2C(=O)C(=O)c3ccccc32)c(=O)n(-c2ccccc2)n1C	59
Cc1ccc(Nc2n[nH]nc2C(=O)Nc2ccc(C)c(Cl)c2)cc1	61
O=C(CSc1ccccn1)N1CCOCC1	62
CCSc1nnc(NC(=O)CSc2nnc(CNC(=O)c3cccs3)o2)s1	61
Cc1cc(-c2nnc(NC(=O)C(c3ccccc3)c3ccccc3)o2)nn1C	70
CCSc1nnc(NC(=O)CSc2nnc(NC(=O)CCc3ccccc3)s2)s1	64

# (listing goes on)
RMI-FANCM inh	Molecule
54	O=C(CN1CCN(Cc2nc(-c3ccc(F)cc3)cs2)CC1)Nc1ccc(F)cc1F
55	O=c1ccn(-c2ccc(F)cc2)nc1-c1ccnc(=S)[nH]1
62	O=c1oc2ccc(Br)cc2cc1S(=O)(=O)N1CCc2ccccc2C1
58	C(=N/NC1=NCCCCC1)/c1ccc2c(c1)OCO2
51	O=C1N(c2ccccc2)C2CS(=O)(=O)CC2N1c1cccc2ccccc12 (stereo not given)
58	O=C(O)CCc1nnc(SCc2ccccc2Cl)[nH]c1=O
62	O=[N+]([O-])c1ccc(N2CCN(S(=O)(=O)/C=C/c3ccccc3)CC2)cc1
70	C=C(C)Cn1c(SCC(=O)N2CCc3ccccc32)nc2sc3c(c2c1=O)CCC3
59	O=C(Nc1ccc(OCc2ccccc2)cc1)Nc1ccccc1-c1nc2ccccc2[nH]1
57	COc1ccc(/C=C2/NC(=O)CN(C(C)=O)C2=O)cc1
63	O=C(Nn1c(=O)c2ccccc2c2ccccc2c1=O)c1ccccc1
52	NC(=S)c1ccc[n+]([C@@H]2O[C@@H](COP(=O)([O-])OP(=O)(O)OC[C@H]3O[C@@H](n4cnc5c(N)ncnc54)C(OP(=O)(O)O)[C@H]3O)C(O)C2O)c1 (stereo not given in full)
58	COc1cccc(C(=O)NCC(c2ccc(N(C)C)cc2)N2CCN(C)CC2)c1OC (stereo not given)
54	CC(C)CNC(=S)N1CCCC1
58	COc1ccccc1CCNS(=O)(=O)CCNC(=O)c1ccccc1
64	COC(=O)c1ccc(OC(=O)CCn2nc(C)c(Cl)c2C)cc1
62	CCC(=O)Nc1ccc(SCC(=O)NCc2ccco2)nn1
52	COC(=O)c1c(NC(=S)NC(=O)/C=C/c2cccs2)sc2c1CCCC2
70	Cc1ccc(-c2nnc(NC(=O)c3ccn(C)n3)o2)c(C)c1
66	Cc1ccc(S(=O)(=O)Nc2ccccc2C(=O)N=c2sc3c(Cl)ccc(C)c3n2C)cc1
47	O=c1[nH]nc(CSc2ccc(Cl)cc2)n1-c1ccccc1
53	CCn1c2ccc(Cl)cc2c2cc(Cl)ccc21
62	O=C(Cn1c(-c2ccncc2)nc2ccccc21)Nc1cccc(Cl)c1
56	CCS(=O)(=O)c1ccc(-c2ccc(NS(=O)(=O)c3ccccc3[N+](=O)[O-])cc2)nn1
67	COc1ccc(S(=O)(=O)NCCOc2ccc3nnc(C)n3n2)cc1F
66	Cc1ccc(C(N=C=S)=NCc2ccc([N+](=O)[O-])cc2)cc1
133	COc1ccc2sc(Nc3nc(-c4ccccc4)c(C(=O)c4ccccc4)s3)nc2c1
56	S=c1[nH]nc(-c2ccncc2)n1/N=C\c1cn(-c2ccccc2)nc1-c1cccs1
63	O/N=C1\Cc2ccccc2OC1c1ccc(F)cc1 (stereo not given)
71	COCCN1CCC(CNS(=O)(=O)c2ccc(OC)c(Cl)c2)CC1
62	C=CCn1c(=NC(=O)c2ccco2)sc2cc(F)ccc21
66	O=C(c1cc2ccccc2oc1=O)N1CCN(c2nc3c(F)cc(F)cc3s2)CC1
62	Cc1cc(S(=O)(=O)NCCOc2ccc(F)cc2)ccc1F
58	O=C(c1ccccc1)C1CCN(C(=O)Nc2ccccc2)CC1
165	COc1cc(/C=C2\SC(=S)N(N(C)c3ccccc3)C2=O)ccc1O
56	CCOc1cccc2sc(N(Cc3ccccn3)C(=O)c3ccc(S(=O)(=O)N(C)C)cc3)nc12
64	Cc1cc(C)c2sc(NCc3cccnc3)nc2c1
73	O=C(CSc1ccc2ccccc2n1)NCc1ccco1
67	Cc1ccc(S(=O)(=O)Nc2ccc3c(c2)N(CCC(C)C)C(=O)C(C)(C)CO3)c(C)c1
68	COc1ccc(C2CC(c3cccs3)=NN2C(=O)CN2CCC(c3nc4ccccc4[nH]3)CC2)cc1 (stereo not given)
66	O=C(NCCn1ncc2c(=O)n(Cc3ccccc3F)cnc21)c1cccs1
94	CCOc1ccc2c(c1)sc(=NC(=O)c1cc(C)no1)n2CC
58	O=S(=O)(NCc1nnnn1C1CCCCC1)c1cccs1
67	Cc1ccc(S(=O)(=O)N(C)C)cc1NC(=O)Nc1cccs1
61	Cc1ccc(S(=O)(=O)CCC(=O)Nc2sc3c(c2-c2nc4ccccc4s2)CCCC3)cc1
50	NC(=S)c1cc(C(F)(F)F)cc(C(F)(F)F)c1
41	COc1ccc(CCN2C(=O)CSC2=S)cc1OC
65	Cc1cc(NC(=O)C(=O)NCCN2CCN(c3ccc(F)cc3)CC2)no1
59	CCOC(=O)C(Cc1ccccn1)(C(=O)OCC)c1ccccc1
54	O=S(=O)(NCc1nnnn1C1CCCCC1)c1cccc(F)c1

# Following part
RMI-FANCM inh	Molecule
63	CCCS(=O)(=O)c1c(Nc2ccc(OCC)cc2)sc(C(=O)c2ccc(C)cc2)c1N
65	COc1ccc(-c2ccc(=O)n(CCNC(=O)COc3ccc(F)cc3F)n2)cc1OC
66	CCN1C(=O)C(C)(C)COc2ccc(NS(=O)(=O)c3ccc(NC(C)=O)cc3)cc21
62	O=C(Cn1c(-c2cccnc2)nc2ccccc21)Nc1ccc2c(c1)OCO2
96	CCc1c(C#N)c(SCC(=O)c2cc(C)n(CCOC)c2C)nc2c1C(=O)CC(C)(C)C2
59	CC(C)NC(=O)N1CCC(c2nnc(C(C)C)o2)CC1
71	COC(=O)c1c(-c2cccs2)csc1NC(=O)c1ccco1
66	C1N2CN3CN1CN(C2)C3
62	COc1ccccc1NC(=O)N=S1CCN(C(=O)c2ccc(Cl)cc2)CC1

# Bioassay records as filed in PubChem.

# This is a subset; the hit share may differ from the screen's.
